Screening data: PubChem BioAssay, National Center for Advancing Translational Sciences (NCATS)
TRHR agonist: activates the human TRH receptor; actives 0.18% (n = 360,000); activation, % at 2 µM; P34981; TRHR cells, calcium flux fluo-8, FDSS agonist mode; AID 493084; note: 0% is about no effect
Target sequence (P34981 whole entry, looked up): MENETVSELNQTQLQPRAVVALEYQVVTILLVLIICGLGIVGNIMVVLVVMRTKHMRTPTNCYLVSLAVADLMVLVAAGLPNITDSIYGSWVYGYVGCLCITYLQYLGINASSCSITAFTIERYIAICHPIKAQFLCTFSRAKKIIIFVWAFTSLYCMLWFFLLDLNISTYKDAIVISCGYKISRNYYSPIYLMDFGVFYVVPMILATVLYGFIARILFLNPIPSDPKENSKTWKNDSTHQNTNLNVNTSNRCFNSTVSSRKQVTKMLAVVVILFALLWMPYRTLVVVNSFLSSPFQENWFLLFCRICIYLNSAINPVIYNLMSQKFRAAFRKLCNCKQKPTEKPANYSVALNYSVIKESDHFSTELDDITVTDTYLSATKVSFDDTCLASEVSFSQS
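Fluo-8-loaded TRHR cells; 10 s baseline, compound added, kinetic Ca2+ fluorescence read 1/s, agonist mode.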
D1 agonist: human D1 receptor agonism. activation, % at 2 µM. HEK293 T-REx D1 cells, calcium flux, agonist mode. actives 1% (n = 360,000). P21728; note: 0% is about no effect
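Inducible HEK293 T-REx D1 cells, force-coupled to calcium signalling, were plated at 4000 cells/well with tetracycline and held overnight at 30 C. After no-wash calcium dye loading, compound-evoked calcium rise over 180 s flagged agonists.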
D1 PAM: potentiators of human D1 dopamine receptor | actives 0.036% (n = 360,000) | P21728 | potentiation, % at 10 µM | HEK293 TREx D1 cells, calcium flux, dopamine EC20 potentiation; in the data active = potentiation above about 30%; note: 0% is about no effect
D2 antag: antagonists of human D2 dopamine receptor | inhibition, % at 10 µM | AID 485344 | HEK293 TREx D2 cells, calcium flux, dopamine EC80 | P14416 | actives 2% (n = 340,000); in the data active = inhibition above about 30%; note: 0% is about no effect
Target sequence (P14416 whole entry, looked up): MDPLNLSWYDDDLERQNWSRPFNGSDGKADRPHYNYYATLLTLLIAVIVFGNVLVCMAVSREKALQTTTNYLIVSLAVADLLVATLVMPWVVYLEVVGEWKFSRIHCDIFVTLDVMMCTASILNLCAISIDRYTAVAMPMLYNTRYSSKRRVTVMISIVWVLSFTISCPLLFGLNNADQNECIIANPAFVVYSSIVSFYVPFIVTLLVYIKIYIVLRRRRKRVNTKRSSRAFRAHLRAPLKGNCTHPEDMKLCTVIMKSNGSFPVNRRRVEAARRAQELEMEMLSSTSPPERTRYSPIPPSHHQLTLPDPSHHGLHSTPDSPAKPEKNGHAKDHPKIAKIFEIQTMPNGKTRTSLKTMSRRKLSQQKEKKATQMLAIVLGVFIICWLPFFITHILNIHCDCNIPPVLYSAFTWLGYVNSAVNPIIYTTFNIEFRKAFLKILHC
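Measurement of antagonist activity uses fluorescent calcium dye in inducible HEK293 T-REx D2 cells: 10 s baseline, compound addition with 180 s read, EC80 dopamine addition with a further 180 s read.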
D2 agonist: activates the human D2 dopamine receptor | P14416 | HEK293 T-REx D2 cells, calcium flux agonist mode | activation, % at 2 µM | actives 0.53% (n = 340,000);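 active = activation over 3 SD above normal in the single-dose calcium agonist read, cut at about 30% in these data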; note: 0% is about no effect
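In this primary screen, compounds producing a positive calcium signal within 180 s of addition to tetracycline-induced, force-coupled HEK293 Trex D2 cells are flagged; cells are dye-loaded with a no-wash calcium kit beforehand.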
RXFP1 antag: antagonists of human relaxin receptor RXFP1; HEK293-RXFP1, relaxin-stimulated cAMP HTRF, 30 min; active compounds read low; activity change, negative = inhibition, % at 57.5 µM; actives 0.59% (n = 350,000); AID 1259400;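 active = activity change of -60% or lower, but not beyond a set lower limit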; note: % is set by controls: 0 for no effect and ±100 for the full control effect
D2 PAM: positively modulates the human D2 dopamine receptor allosterically; HEK293 T-REx D2, calcium flux, EC20 dopamine potentiation; potentiation, % at 10 µM; actives 0.34% (n = 340,000); AID 485347;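 active = potentiation over 3 SD above the plate norm, cut at about 30% in these data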; note: 0% is about no effect
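Tetracycline-induced Hek293 Trex D2 cells, force-coupled to calcium, loaded with no-wash calcium dye. Compound added with 180 s kinetic read for agonism, then EC20 dopamine and a further 180 s read for potentiation.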
TRHR PAM: allosteric enhancers of human TRH receptor; P34981; TRHR cells, fluo-8 calcium fluorescence, EC20 TRH enhancement; enhancement, % at 2 µM; actives 0.66% (n = 360,000); AID 493056; in the data active = enhancement above about 30%; note: 0% is about no effect
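Enhancer read-out: after compound pinning and an initial kinetic agonist-mode read, an EC20 of TRH (10 nM final) was injected and fluo-8 calcium signal (Ex 480/Em 530) followed at 1 s/cycle for 100 cycles in TRHR-expressing cells.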
D1 antag: antagonists of human D1 dopamine receptor; activity change, negative = inhibition, % at 10 µM; AID 504652; HEK293 TREx D1 cells, calcium flux, dopamine EC80; active compounds read low; actives 3.2% (n = 360,000); P21728; in the data active = activity change below about -30%; note: % is set by controls: 0 for no effect and ±100 for the full control effect
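Allosteric or orthosteric antagonism assessed as attenuation of the calcium response to EC80 dopamine, added 180 s after compound, in induced HEK293 Trex D1 cells loaded with no-wash calcium dye.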
* = called active by the depositor. Cut-off read from the data, not from the text of the source, unless noted: active = activation above about 30%; inactive = the rest.

How did Cc1ccc(NC(=O)COC(=O)c2ccccc2-c2nc3ccccc3s2)c(C)c1 do in these assays?
TRHR agonist: 0.1; D1 agonist: 3; D1 PAM: -2; D2 antag: -1; D2 agonist: 0.4; RXFP1 antag: 1; D2 PAM: -2; TRHR PAM: 2; D1 antag: 5

How did O=c1cc(-c2ccc(O)cc2)oc2ccc(O)cc12 do in these assays?
TRHR agonist: -0.8; D1 agonist: 6; D1 PAM: -1; D2 antag: 37*; D2 agonist: 0.0; RXFP1 antag: -5; D2 PAM: -7; TRHR PAM: -1; D1 antag: -9

Results for COc1ccc(NC(=O)CN(C)C(=O)c2cc(-c3ccc(C)o3)nc3ccccc23)cc1 ?
TRHR agonist: -0.7; D1 agonist: -1; D1 PAM: -2; D2 antag: -18; D2 agonist: 0.0; RXFP1 antag: -15; D2 PAM: 12; TRHR PAM: -2; D1 antag: -9

How did COCc1cc(=O)n2[nH]cc(-c3ccccc3)c2n1 do in these assays?
TRHR agonist: -0.1; D1 agonist: 3; D1 PAM: 8; D2 antag: 6; D2 agonist: -0.1; RXFP1 antag: -10; D2 PAM: -4; TRHR PAM: 25; D1 antag: -2

How did CCn1ccc2cc(OC)ccc2c1=S do in these assays?
TRHR agonist: -0.4; D1 agonist: 0; D1 PAM: 0; D2 antag: -13; D2 agonist: 0.4; RXFP1 antag: 10; D2 PAM: 18; TRHR PAM: 6; D1 antag: 20

How did O=C(Nc1ccnn1C1CCN(C(=O)c2ccc(F)c(Cl)c2)CC1)C1CC1 do in these assays?
TRHR agonist: -0.4; D1 agonist: 3; D1 PAM: 1; D2 antag: 5; D2 agonist: 0.2; RXFP1 antag: -2; D2 PAM: 9; TRHR PAM: -7; D1 antag: 5

What do the screens show for `Cc1sc2ncnc(OCC(=O)N3CCN(C(=O)c4ccco4)CC3)c2c1C`?
TRHR agonist: -0.5; D1 agonist: 3; D1 PAM: -8; D2 antag: -26; D2 agonist: 16; RXFP1 antag: -3; D2 PAM: 5; TRHR PAM: -7; D1 antag: -17

Results for COc1ccc(C(=O)NCCS(=O)(=O)NCc2ccc3c(c2)OCO3)cc1 ?
TRHR agonist: -0.6; D1 agonist: 0; D1 PAM: 1; D2 antag: 3; D2 agonist: 0.5; RXFP1 antag: 11; D2 PAM: 1; TRHR PAM: 1; D1 antag: -21

Results for Cc1csc(C2=C(O)CN(CCc3ccccc3)C2=N)n1 ?
TRHR agonist: -0.2; D1 agonist: 0; D1 PAM: -10; D2 antag: -1; D2 agonist: -0.9; RXFP1 antag: -17; D2 PAM: 13; TRHR PAM: 3; D1 antag: -40*

What do the screens show for `O=C(C1CCN(S(=O)(=O)N2CCC3(CC2)OCCO3)CC1)N1CCOCC1`?
TRHR agonist: 1.2; D1 agonist: 1; D1 PAM: -4; D2 antag: -5; D2 agonist: 0.2; RXFP1 antag: 28; D2 PAM: 1; TRHR PAM: 14; D1 antag: 2

How did Cc1cc(NC(=O)Nc2csc3c2CCCC3)ccc1Br do in these assays?
TRHR agonist: 0.1; D1 agonist: 5; D1 PAM: -5; D2 agonist: -0.2; RXFP1 antag: -6; D2 PAM: -29; TRHR PAM: -5; D1 antag: -20

What do the screens show for `COc1ccccc1CN1CCCC(C(=O)N2CCCCC2)C1` (configuration not stated)?
TRHR agonist: 0.7; D1 agonist: 3; D1 PAM: 0; D2 antag: -7; D2 agonist: 0.1; RXFP1 antag: -10; D2 PAM: -10; TRHR PAM: 39*; D1 antag: -16

Results for CCOC(=O)c1cc(C(=O)OCC)c(=O)[nH]c1SCc1ccccc1 ?
TRHR agonist: -1.3; D1 agonist: 4; D1 PAM: 2; RXFP1 antag: -3; TRHR PAM: -5; D1 antag: 14

Results for COc1ccccc1N(CC(O)Cn1c2ccccc2c2ccccc21)S(=O)(=O)c1ccccc1 (configuration not stated) ?
TRHR agonist: 1.1; D1 agonist: 4; D1 PAM: 4; D2 antag: -14; D2 agonist: 2.1; RXFP1 antag: -2; D2 PAM: 4; TRHR PAM: 3; D1 antag: 3

What do the screens show for `COCC(C)n1c(C)cc(C(=O)CN2c3cccc4cccc(c34)S2(=O)=O)c1C` (configuration not stated)?
TRHR agonist: 0.3; D1 agonist: -1; D1 PAM: 4; D2 antag: -6; D2 agonist: 1.0; RXFP1 antag: 1; D2 PAM: 4; TRHR PAM: 3; D1 antag: -12

What do the screens show for `CC(=O)Oc1c(C(=O)c2nnc(C)o2)c(=O)n(Cc2ccccc2)c2ccccc12`?
TRHR agonist: 0.4; D1 agonist: 1; D1 PAM: 1; D2 antag: 4; D2 agonist: 0.4; D2 PAM: -2; TRHR PAM: 5; D1 antag: -10

How did Cc1ccc(NC(=S)Nc2ccc3cn[nH]c3c2)cc1 do in these assays?
TRHR agonist: 0.2; D1 agonist: 4; D1 PAM: -6; D2 antag: -1; D2 agonist: 0.8; RXFP1 antag: -2; D2 PAM: -3; TRHR PAM: -1; D1 antag: 2

How did CC(=O)C1=C(C)Nc2ncnn2C1c1ccc(Br)cc1 (configuration not stated) do in these assays?
TRHR agonist: 0.2; D1 agonist: 1; D1 PAM: 2; D2 antag: -2; D2 agonist: -1.1; RXFP1 antag: -1; D2 PAM: 16; TRHR PAM: 6; D1 antag: 20

What do the screens show for `COc1ccccc1N1CCN(C2CCCN(Cc3c(F)cccc3F)C2)CC1` (configuration not stated)?
TRHR agonist: -0.4; D1 agonist: 3; D1 PAM: -7; D2 antag: 53*; D2 agonist: 0.4; RXFP1 antag: -4; D2 PAM: -21; TRHR PAM: -1; D1 antag: -14

How did CCN(CC)C(=O)CSc1nnc(-c2ccc(S(=O)(=O)N3CCOCC3)cc2)n1C do in these assays?
TRHR agonist: 0.4; D1 agonist: 2; D1 PAM: -5; D2 antag: 20; D2 agonist: 0.5; RXFP1 antag: 12; D2 PAM: -2; TRHR PAM: 1; D1 antag: -14

Arranged by heavy-atom count (smallest number first): 7 of the compounds above.
How did O=c1cc(-c2ccc(O)cc2)oc2ccc(O)cc12 do in these assays?
TRHR agonist: -0.8; D1 agonist: 6; D1 PAM: -1; D2 antag: 37*; D2 agonist: 0.0; RXFP1 antag: -5; D2 PAM: -7; TRHR PAM: -1; D1 antag: -9

Results for Cc1csc(C2=C(O)CN(CCc3ccccc3)C2=N)n1 ?
TRHR agonist: -0.2; D1 agonist: 0; D1 PAM: -10; D2 antag: -1; D2 agonist: -0.9; RXFP1 antag: -17; D2 PAM: 13; TRHR PAM: 3; D1 antag: -40*

Results for CCOC(=O)c1cc(C(=O)OCC)c(=O)[nH]c1SCc1ccccc1 ?
TRHR agonist: -1.3; D1 agonist: 4; D1 PAM: 2; RXFP1 antag: -3; TRHR PAM: -5; D1 antag: 14

Results for COc1ccc(C(=O)NCCS(=O)(=O)NCc2ccc3c(c2)OCO3)cc1 ?
TRHR agonist: -0.6; D1 agonist: 0; D1 PAM: 1; D2 antag: 3; D2 agonist: 0.5; RXFP1 antag: 11; D2 PAM: 1; TRHR PAM: 1; D1 antag: -21

What do the screens show for `Cc1sc2ncnc(OCC(=O)N3CCN(C(=O)c4ccco4)CC3)c2c1C`?
TRHR agonist: -0.5; D1 agonist: 3; D1 PAM: -8; D2 antag: -26; D2 agonist: 16; RXFP1 antag: -3; D2 PAM: 5; TRHR PAM: -7; D1 antag: -17

How did CCN(CC)C(=O)CSc1nnc(-c2ccc(S(=O)(=O)N3CCOCC3)cc2)n1C do in these assays?
TRHR agonist: 0.4; D1 agonist: 2; D1 PAM: -5; D2 antag: 20; D2 agonist: 0.5; RXFP1 antag: 12; D2 PAM: -2; TRHR PAM: 1; D1 antag: -14

Results for COc1ccc(NC(=O)CN(C)C(=O)c2cc(-c3ccc(C)o3)nc3ccccc23)cc1 ?
TRHR agonist: -0.7; D1 agonist: -1; D1 PAM: -2; D2 antag: -18; D2 agonist: 0.0; RXFP1 antag: -15; D2 PAM: 12; TRHR PAM: -2; D1 antag: -9

Next section:
How did COc1ccc(C(C(=O)NC2CCCCC2)N(CC2CCCO2)C(=O)CCCC(=O)Nc2ccccn2)cc1 (configuration not stated) do in these assays?
TRHR agonist: -0.1; D1 agonist: 1; D1 PAM: 1; D2 antag: 15; D2 agonist: -0.8; RXFP1 antag: 10; D2 PAM: -4; TRHR PAM: -6; D1 antag: 6

What do the screens show for `CCN(C(=O)CN1CCCc2ccccc21)c1c(N)n(Cc2ccccc2)c(=O)[nH]c1=O`?
TRHR agonist: 0.9; D1 agonist: -1; D1 PAM: -3; D2 antag: 16; D2 agonist: -0.1; D2 PAM: 7; TRHR PAM: -1; D1 antag: 7

What do the screens show for `Cc1ccc(N2C(=O)C(Cl)=C(NCCO)C2=O)c(C)c1`?
TRHR agonist: 0.3; D1 agonist: 2; D1 PAM: -7; D2 antag: -19; D2 agonist: 0.0; RXFP1 antag: -18; D2 PAM: 4; TRHR PAM: 9; D1 antag: -15

What do the screens show for `COC(=O)C1=C(C)N(CCc2ccccc2)C(=O)/C1=C\c1ccco1`?
TRHR agonist: 0.3; D1 agonist: 3; D1 PAM: 14; D2 antag: -2; D2 agonist: 0.8; RXFP1 antag: -9; D2 PAM: 11; TRHR PAM: -2; D1 antag: -3

What do the screens show for `CC(CC(=O)O)n1nnc2ccccc21` (configuration not stated)?
TRHR agonist: 0.5; D1 agonist: -1; D1 PAM: 3; RXFP1 antag: -6; TRHR PAM: -1; D1 antag: -16

What do the screens show for `Cc1ccccc1NC(=O)CCNS(=O)(=O)c1ccc2c(c1)CCC(=O)N2`?
TRHR agonist: 0.2; D1 agonist: 6; D1 PAM: 6; D2 antag: 9; D2 agonist: 0.8; RXFP1 antag: 10; D2 PAM: 1; TRHR PAM: 0; D1 antag: -10

What do the screens show for `CCCCCNC(=O)c1ccc2c(=O)n(CCc3ccccc3)c(=O)[nH]c2c1`?
TRHR agonist: 0.3; D1 agonist: 1; D1 PAM: -1; D2 agonist: 0.6; D2 PAM: 2; TRHR PAM: 4; D1 antag: 8

How did Cc1cc(Cl)c(S(N)(=O)=O)cc1OCC(N)=O do in these assays?
TRHR agonist: -0.1; D1 agonist: 0; D1 PAM: 4; D2 antag: 14; D2 agonist: 0.8; RXFP1 antag: 7; D2 PAM: 2; TRHR PAM: 0; D1 antag: 3

What do the screens show for `Cc1ccc(NC(=S)NCCC2=CCCCC2)cc1`?
TRHR agonist: 0.6; D1 agonist: 6; D1 PAM: -9; D2 antag: 6; D2 agonist: -0.4; RXFP1 antag: -9; D2 PAM: -9; TRHR PAM: -4; D1 antag: -9

How did CCn1nnc(NC(=O)c2ccco2)n1 do in these assays?
TRHR agonist: 0.3; D1 agonist: 4; D1 PAM: -1; D2 antag: 69*; D2 agonist: 0.3; RXFP1 antag: -5; D2 PAM: 13; TRHR PAM: 3; D1 antag: -3

What do the screens show for `COc1ccc(NC(=O)CN(Cc2ccccc2)S(=O)(=O)c2ccc(C)cc2)cc1Cl`?
TRHR agonist: 1.9; D1 agonist: 6; D1 PAM: -1; D2 agonist: 1.1; RXFP1 antag: -4; D2 PAM: -18; TRHR PAM: 0; D1 antag: -7
